Giardia FBPA inh = inhibitors of Giardia lamblia fructose-1,6-bisphosphate aldolase. A8B2U2. purified Giardia FBPA. Potency, µM (series often up to 59.6 µM), inactives show top-dose activity, negative = inhibition, actives largely listed as inhibitors. hit rate 0.71% among 290,000. AID 2451; active = well fitted inhibition curve with a large enough effect; inconclusive = small, poorly fitted or top-dose-only effect, or effect the other way; also: nearly all actives have a fitted effect of over 55% in size
Target sequence (A8B2U2 whole entry, looked up): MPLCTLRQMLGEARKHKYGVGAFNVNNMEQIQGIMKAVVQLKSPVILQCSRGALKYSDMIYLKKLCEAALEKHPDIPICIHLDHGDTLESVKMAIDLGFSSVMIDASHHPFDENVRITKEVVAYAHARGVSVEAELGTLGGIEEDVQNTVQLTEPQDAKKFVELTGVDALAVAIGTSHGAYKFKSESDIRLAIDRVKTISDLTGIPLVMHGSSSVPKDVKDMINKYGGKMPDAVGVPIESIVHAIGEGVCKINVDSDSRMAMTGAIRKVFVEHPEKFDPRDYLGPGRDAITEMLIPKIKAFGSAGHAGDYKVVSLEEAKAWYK
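Giardia FBPA (40 nM reagent) was preincubated 10 min at RT with compound (up to 57.5 uM final), then substrate plus GAPDH/TPI/NAD/arsenate coupling system with diaphorase/resazurin was added; resorufin fluorescence (525/598 nm) was read after 20 min.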
An asterisk follows results filed as active; ? = inconclusive; & = joins results of further samples; [ ] = another dose, or the depositor's remark. % is scaled to controls: 0 for no effect and ±100 for the full control effect; potency is read from the fitted curve at half-maximal effect. An excerpt; count on the stated rates, not on these rows.

A first look:
SMILES	Giardia FBPA inh
COCC(=O)N1CCC2(CC1)CCN(c1cccc(-c3ccccc3)c1)CC2	2%
C=C1[C@@H]2C[C@]3(C(CC2=O)[C@]24C5C[C@H]3[C@H]2N(CC)C[C@]5(C)CC[C@@H]4O)[C@@H]1O (stereo partly drawn)	0%
COC(=O)C1=C[C@@H](C(=O)OC)C2C3=C(C(=O)[C@@]2(C)NC(=O)c2ccccc2)[C@H](C)[C@@H]2C(=O)NC(=O)[C@@H]2[C@@H]3C1 (stereo partly drawn)	-8%
CO[C@@H]1COC(=O)C/C=C\[C@@H](C)[C@H](OC)COC(=O)C/C=C\[C@H]1C	0%[12.9 µM]
C[C@@H](Oc1ccc(Oc2cnc3ccc(Cl)cc3n2)cc1)C(=O)O	26%

This part in full, from the first entry:
SMILES	Giardia FBPA inh
COCC(=O)N1CCC2(CC1)CCN(c1cccc(-c3ccccc3)c1)CC2	2%
C=C1[C@@H]2C[C@]3(C(CC2=O)[C@]24C5C[C@H]3[C@H]2N(CC)C[C@]5(C)CC[C@@H]4O)[C@@H]1O (stereo partly drawn)	0%
COC(=O)C1=C[C@@H](C(=O)OC)C2C3=C(C(=O)[C@@]2(C)NC(=O)c2ccccc2)[C@H](C)[C@@H]2C(=O)NC(=O)[C@@H]2[C@@H]3C1 (stereo partly drawn)	-8%
CO[C@@H]1COC(=O)C/C=C\[C@@H](C)[C@H](OC)COC(=O)C/C=C\[C@H]1C	0%[12.9 µM]
C[C@@H](Oc1ccc(Oc2cnc3ccc(Cl)cc3n2)cc1)C(=O)O	26%
O=c1c(-c2ccc(F)cc2)nc2cncnc2n1Cc1ccccc1	-1%
Cc1ccc(-c2ccc(C3C4C=CCC(C)C4C(=O)N3Cc3ccccc3)c(F)c2)cc1 (stereo not drawn)	-7%
FC(F)(F)c1cc(NC(=S)NC23CC4CC(CC(C4)C2)C3)cc(C(F)(F)F)c1	-1%
C[C@@H]1[C@H]2CC[C@@H]3[C@@H]4CC=C5C[C@@H](N(C)C)CC[C@]5(C)[C@@H]4CC[C@@]32CN1C	-2%[21.7 µM]
COC(=O)[C@@H]1C[C@H]1[C@@H](NC(=O)c1cc(C)nn1C)c1ccccc1	10%
COC(=O)[C@H](Cc1ccccc1)NC(=O)O[C@@H]1C(=O)c2cc(OC)ccc2O[C@H]1c1cccc(OC)c1	-1%
CCc1cc2c(nc1CC)CCN(CC/C(C)=N/OC)C2	-7%[12.9 µM]
O=C(Cc1ccc(Cl)c(Cl)c1)N1CCCC[C@H]1CN1CCCC1	-27%
N[C@@H](Cc1ccc(O)cc1)C(=O)O	-1%
COc1ccc2[nH]cc(CCNc3cc(-c4ccoc4)ncn3)c2c1	-9%

Reprinted from the part before: 3 compounds, followed by the next part.
SMILES	Giardia FBPA inh
O=C(Cc1ccc(Cl)c(Cl)c1)N1CCCC[C@H]1CN1CCCC1	-27%
N[C@@H](Cc1ccc(O)cc1)C(=O)O	-1%
COc1ccc2[nH]cc(CCNc3cc(-c4ccoc4)ncn3)c2c1	-9%
CC[C@@H]1OC(=O)[C@@H](C)[C@H](O[C@H]2C[C@@](C)(OC)[C@@H](O)[C@H](C)O2)C(C)[C@H](O[C@H]2O[C@@H](C)C[C@@H](N(C)C)[C@@H]2O)[C@@](C)(O)C[C@H](C)C(=O)[C@@H](C)[C@H](O)[C@@]1(C)O (stereo partly drawn)	9%
CCN1C(=O)[C@H]2[C@H]3[C@H](O)[C@H](O)C/C(=N/OCC[C@H]4C=C[C@H](OC(C)=O)[C@@H](COC(C)=O)O4)[C@@H]3CC[C@@H]2C1=O	-5%[12.9 µM]
C[C@H](C(=O)O)c1ccc2cc(O)ccc2c1	6%
O=C(c1cc(C(F)(F)F)cc(C(F)(F)F)c1)N1CCC2(CCN(Cc3ccncc3)CC2)CC1	0%
CCCCC[C@H](O)C/C=C1/C(=O)C=C[C@@H]1C/C=C\CCCC(=O)O	0%
COC(=O)C1CC1[C@H](NC(=O)c1cccnc1)c1ccccc1 (stereo partly drawn)	6%
CCCCC/C=C\C[C@H](O)/C=C/C=C/C=C/[C@@H](O)CCCC(=O)O	4%
CC(N)(C(=O)O)c1ccc(C(=O)O)cc1 (stereo not drawn)	-8%
O=C(c1cnccn1)N1CCC2(CC1)CN(Cc1ccccc1)C2	5%
Cc1ncc([N+](=O)[O-])n1C[C@H](O)CCl	9%[21.7 µM]
C=C(C(=O)C(C)(C)O)C(O)c1ccc([N+](=O)[O-])cc1 (stereo not drawn)	-4%
CO[C@@H]1COC(=O)C/C=C\[C@@H](C)[C@@H]2C=C[C@H](O)[C@@H](COC(=O)CCC[C@H]1C)O2	-1%[12.9 µM]
COc1ccc2c3c([nH]c2c1)[C@@H]1C[C@@H]2[C@@H](C[C@H](O)[C@H](OC)[C@H]2C(=O)O)CN1CC3	-12%[21.7 µM]
COc1ccc(-c2coc3c(OC)c(OC)cc(OC)c3c2=O)cc1	0%
COc1cccc(Nc2ncc3nc(C)c(=O)n(Cc4cccs4)c3n2)c1	4%

Some of the entries above in another layout:
mol,Giardia FBPA inh
CCCCC/C=C\C[C@H](O)/C=C/C=C/C=C/[C@@H](O)CCCC(=O)O,4%
CC(N)(C(=O)O)c1ccc(C(=O)O)cc1 (stereo not drawn),-8%
O=C(c1cnccn1)N1CCC2(CC1)CN(Cc1ccccc1)C2,5%

The results go on.
SMILES	Giardia FBPA inh
CCCCNc1nc(C)nc2c1nc(-c1ccccc1)n2C1CCN(Cc2ccccc2)C1 (stereo not drawn)	0%
Nc1cccc(B(O)O)c1	-10%
C=C1[C@@H]2CC[C@H](C2)C1(C)C	0%
Cn1cccc1C(=O)N1CCC[C@@]2(CCN(C(c3ccccc3)c3ccccc3)C2)C1	4%
CC(C)C[C@H](NC(=O)N1CCCCCC1)C(=O)N[C@H](Cc1cn(C)c2ccccc12)C(=O)N[C@H](Cc1ccccn1)C(=O)O	1%&-2%
CC[C@H](C)[C@H](NC(=O)[C@H](Cc1ccc(O)cc1)NC(=O)[C@H](Cc1cnc[nH]1)NC(=O)[C@H](CCCNC(=N)N)NC(=O)[C@H](CC(C)C)NC(=O)[C@H](C)NC(=O)[C@H](CO)NC(=O)[C@H](Cc1ccc(O)cc1)NC(=O)[C@H](Cc1ccc(O)cc1)NC(=O)[C@H](CCCNC(=N)N)NC(=O)[C@H](C)NC(=O)[C@H](CC(C)C)NC(=O)[C@H](CC(=O)O)NC(=O)[C@H](CCC(=O)O)NC(=O)[C@H](C)NC(=O)[C@@H]1CCCN1C(=O)[C@H](C)NC(=O)[C@H](CC(=O)O)NC(=O)[C@H](CCC(=O)O)NC(=O)CNC(=O)[C@@H]1CCCN1C(=O)[C@H](CC(N)=O)NC(=O)[C@H](CC(=O)O)NC(=O)[C@@H]1CCCN1C(=O)[C@H](CCCCN)NC(=O)[C@@H](N)CO)C(=O)N[C@@H](CC(N)=O)C(=O)N[C@@H](CC(C)C)C(=O)N[C@H](C(=O)N[C@H](C(=O)N[C@@H](CCCNC(=N)N)C(=O)N[C@@H](CCC(N)=O)C(=O)N[C@@H](CCCNC(=N)N)C(=O)N[C@@H](Cc1ccc(O)cc1)C(N)=O)[C@@H](C)O)[C@@H](C)CC	2%
CCCCc1nc2c(c3c1C[C@H](C)OC3)CN(C(=O)Nc1ccc(OC)cc1)CC2	1%[12.9 µM]
N[C@H](C(=O)O)c1cc(O)cc(O)c1	-6%&-15%&-13%
CCNc1ncc2nc(-c3ccc(Cl)cc3)c(=O)n(CCC#N)c2n1	0%
CCN(CC)Cc1ccc(Nc2ccnc3cc(Cl)ccc23)cc1O	-13%
O=c1cc(-c2cccc(F)c2)[nH]c2cc(Cl)ccc12	-6%[89.2 µM]
CCCC[C@H](NC(=O)[C@H](CC(C)C)NC(=O)CNC(=O)[C@@H](NC(=O)[C@H](Cc1ccccc1)NC(=O)[C@H](CO)NC(=O)[C@@H](N)CC(=O)O)C(C)C)C(N)=O	-1%
COC(=O)C1=C(C)N(Cc2ccccc2)[C@]23O[C@](C(=O)OC)(C(=O)N2C1c1ccccc1)C1C(=O)N(C)C(=O)C13 (stereo partly drawn)	2%&1%[12.9 µM]
N=C(N)SCCN=C(N)N	-4%
CS(=O)(=O)Nc1cccc(-c2nc(NCc3ccccc3)c3ccccc3n2)c1	-4%
O=C(OC1Cc2c(O)cc(O)cc2OC1c1cc(O)c(O)c(O)c1-c1c(C2Oc3cc(O)cc(O)c3CC2O)cc(O)c(O)c1O)c1cc(O)c(O)c(O)c1 (stereo not drawn)	?
Cc1cccc(CNc2ncnc3ccc(-c4ccc(C(=O)N(C)C)cc4)cc23)c1	-8%
COc1ccc(/C=C2\NC(=O)[C@@H]3Cc4ccccc4CN3C2=O)cc1	3%
O[C@H]1CCCC[C@H]1N1CCC(c2ccccc2)CC1	8%
CCC1=C2CC[C@H]3C(=O)N(C)C(=O)[C@H]3[C@H]2[C@@]2(C)C(=NCc3ccccc3)OC(=O)N2C1=O	2%
O=C1CCCC(C(C(=O)OCc2ccccc2)C(=O)OCc2ccccc2)C1 (stereo not drawn)	0%
CCC(=C(CC)c1ccc(O)cc1)c1ccc(O)cc1	4%[21.7 µM]
CC1(C)SC2C(NC(=O)C(N)c3ccccc3)C(=O)N2C1C(=O)O (stereo not drawn)	-11%
CCCn1c(C)nc2c(N(CCOC)CCOC)nc(C)nc21	0%
O=C(O)[C@@H](O)[C@@H](O)[C@H](O)[C@H](O)CO	?
C/C(CCN1CCc2nc(-c3ccccc3)c(-c3ccccc3)cc2C1)=N\OC[C@@H](O)[C@@H]1O[C@@H]2OC(C)(C)O[C@@H]2[C@H]1O	-1%[12.9 µM]
CCOP(=S)(OCC)SCn1c(=O)oc2cc(Cl)ccc21	-5%
CO[C@@H]1c2cc(F)ccc2/C(=C\CCOC(=O)C/C=C/c2ccccc2)[C@H]1C	-1%
COCOc1ccc(Br)cc1C(=O)[C@H]1O[C@H]1c1cccc(OC)c1	0%[12.9 µM]
CN1CCN(c2cc(-c3ccoc3)ncn2)CC1	-2%
CCCC1(C(=O)OC)C=C2C(=C(C)C(=O)C2C)CN1 (stereo not drawn)	-28%
Cc1ccccc1Nc1oc(-c2ccccc2)nc1-c1cccs1	0%
COc1ccc2[nH]cc(CCNc3ncncc3-c3cccc(C#N)c3)c2c1	2%
CCOC(=O)O[C@@H](C)OC(=O)[C@@H]1N2C(=O)[C@@H](NC(=O)[C@@H](N)c3ccccc3)[C@H]2SC1(C)C	-1%[21.7 µM]
CCCCCCCCCCCCCCC[C@@H](O)[C@H](CO)NC(C)=O	-2%
O=C(c1cc(C(F)(F)F)cc(C(F)(F)F)c1)N1CCC2(CC1)CN(c1ccncc1)C2	0%
O=C(N/N=C1/C[C@@H](O)[C@@H](O)[C@@H]2[C@@H]3C(=O)N(C4CCCCC4)C(=O)[C@H]3CC[C@H]12)OCc1ccccc1	-4%[12.9 µM]
NCC(=O)N[C@@H](CCCN=C(N)N)C(=O)NCC(=O)N[C@@H](CC(=O)O)C(=O)N[C@@H](CC(N)=O)C(=O)N1CC[C@@H](C(=O)O)C1	5%
c1nc(NC2CCNCC2)c2cc(-c3ccoc3)ccc2n1	1%
CN(C)c1nc(-c2cccc(NS(C)(=O)=O)c2)nc2ccccc12	1%
CCCCCCC1=Cc2cc(OC)c(OC)cc2C(C2(C(=O)OCC)CCCC2=O)O1 (stereo not drawn)	2%[12.9 µM]
COc1cccc(-c2ccc3ncnc(NCCc4c[nH]c5ccc(OC)cc45)c3c2)c1	-8%
O=C(NCC1CC1)[C@H]1C[C@@H]1[C@H](NP(=O)(c1ccccc1)c1ccccc1)c1ccccc1	19%
Cc1noc(C)c1-c1ccc2ncnc(NCc3cccn3C)c2c1	-2%
C/C=C1/CN2CC[C@]34C(=C(C=O)[C@@H]1C[C@H]23)Nc1c(O)cccc14	-15%
COC(=O)C1(C(=O)OC)CC2=CC(CC2=O)Cc2ccccc2[C@@H]1C[N+](=O)[O-] (stereo partly drawn)	-1%
COc1ccc2cnoc(=O)c2c1OC	-2%
CC(C)[C@H](O)C1=CCCCC1=O	6%
Cn1cccc1C(=O)N1CCC2(CC1)CN(C(=O)Nc1cccc(F)c1)C2	1%
CC[C@H](C)[C@H](NC(=O)[C@H](CC(C)C)NC(=O)[C@H](CO)NC(=O)[C@H](CCC(=O)O)NC(=O)[C@H](CC(C)C)NC(=O)[C@H](Cc1ccc(O)cc1)NC(=O)[C@H](CCCCN)NC(=O)[C@H](CCCCN)NC(=O)[C@H](C)NC(=O)[C@H](CO)NC(=O)[C@H](CC(C)C)NC(=O)[C@H](CCC(N)=O)NC(=O)CNC(=O)[C@H](CC(C)C)NC(=O)[C@H](CC(C)C)NC(=O)[C@H](CCCNC(=N)N)NC(=O)[C@H](CO)NC(=O)[C@H](Cc1ccccc1)NC(=O)[C@H](CC(=O)O)NC(=O)[C@H](CO)NC(=O)[C@@H](NC(=O)[C@H](Cc1ccccc1)NC(=O)[C@@H](NC(=O)CNC(=O)[C@H](CC(=O)O)NC(=O)[C@H](C)NC(=O)[C@@H](N)Cc1cnc[nH]1)C(C)C)[C@@H](C)O)C(N)=O	5%
OC[C@H]1O[C@@H](n2cnc3c(N[C@H]4CC5CCC4C5)ncnc32)[C@H](O)[C@@H]1O (stereo partly drawn)	-4%
CN1CCN(c2cc(-c3ccccc3C(F)(F)F)ncn2)CC1	2%
NC(N)=Nc1ccc(Cl)cc1	0%
C[C@]12CCC3c4ccc(OC(=O)c5ccccc5)cc4CCC3C1CCC2=O (stereo partly drawn)	3%
Cc1noc(C)c1C(=O)N1CCC2(CC1)CCN(c1cccc(-c3ccccc3)c1)CC2	-1%
O=C(Nc1cccc(F)c1)N1CC[C@@]2(CCCN(C(=O)c3cc(C(F)(F)F)cc(C(F)(F)F)c3)C2)C1	3%
